Screening data from PubChem.
FBW7 act: activators of human E3 ligase FBW7 | AlphaScreen FBW7–phospho-cyclin E peptide binding, activator screen | Q969H0 | normalized activity (activation), % at 26.1 µM | hit rate 0.13% among 650,000 | AID 1259310; in the data active = normalized activity above about 1.9%;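 also: purified mutant Fbw7 with reduced substrate affinity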
TEAD-YAP inh: TEAD-YAP interaction inhibition. HEK-TIYL cells, TEAD-Gal4/YAP UAS-luciferase luminescence. inhibition, % at 9.12 µM. hit rate 1.4% among 640,000. AID 1259422; in the data active = inhibition above about 32%;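 also: 0% = median of test compound wells and 100% = reference inhibitor wells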
GPR151 ag: activates the human receptor GPR151 | Q8TDV0 | activation, % at 11.2 µM | PathHunter beta-arrestin GPR151 cells, luminescence | hit rate 1% among 650,000; in the data active = activation above about 4.9%;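 also: 0% = median of compound wells and 100% = cells with positive control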
Target sequence (Q8TDV0 whole entry, looked up): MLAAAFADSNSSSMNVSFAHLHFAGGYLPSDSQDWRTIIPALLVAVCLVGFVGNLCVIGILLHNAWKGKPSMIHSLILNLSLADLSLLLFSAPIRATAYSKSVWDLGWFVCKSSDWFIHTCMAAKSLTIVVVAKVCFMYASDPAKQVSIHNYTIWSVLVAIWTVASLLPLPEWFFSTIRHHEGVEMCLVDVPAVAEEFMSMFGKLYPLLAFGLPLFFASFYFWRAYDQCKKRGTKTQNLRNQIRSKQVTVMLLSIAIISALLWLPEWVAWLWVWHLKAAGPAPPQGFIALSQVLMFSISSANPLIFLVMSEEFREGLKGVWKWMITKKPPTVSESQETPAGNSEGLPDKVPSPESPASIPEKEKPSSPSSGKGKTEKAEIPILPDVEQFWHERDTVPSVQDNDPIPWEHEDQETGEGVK
MITF inh: blocks human microphthalmia-associated transcription factor; AlphaScreen MITF homodimerization, bead proximity signal; inhibition, % at 2.6 µM; O75030; hit rate 0.91% among 650,000; in the data active = inhibition above about 50%;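 also: 0% = vehicle wells with protein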
Target sequence (O75030 whole entry, looked up): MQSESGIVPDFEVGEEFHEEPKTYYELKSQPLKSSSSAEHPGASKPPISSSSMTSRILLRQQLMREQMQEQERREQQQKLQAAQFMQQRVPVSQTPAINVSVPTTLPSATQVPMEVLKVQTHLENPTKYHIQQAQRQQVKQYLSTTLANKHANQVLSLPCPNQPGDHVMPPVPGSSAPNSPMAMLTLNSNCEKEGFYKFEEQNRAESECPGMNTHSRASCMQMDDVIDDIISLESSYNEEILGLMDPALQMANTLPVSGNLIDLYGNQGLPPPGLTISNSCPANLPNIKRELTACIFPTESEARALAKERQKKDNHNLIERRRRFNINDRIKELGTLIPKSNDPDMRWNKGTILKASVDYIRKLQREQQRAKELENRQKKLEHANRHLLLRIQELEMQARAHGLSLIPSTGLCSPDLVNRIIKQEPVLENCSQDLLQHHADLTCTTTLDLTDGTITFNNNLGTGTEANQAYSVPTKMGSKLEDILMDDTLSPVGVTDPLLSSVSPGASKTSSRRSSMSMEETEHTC
Numbers without * were called inactive.

structure	FBW7 act	TEAD-YAP inh	GPR151 ag	MITF inh
O=C(O)CCC(=O)Nc1ccc(N2CCCC2)cc1	-0.2	14	0.1	27
O=C1c2ccccc2C(=O)N1CN(C(=O)c1ccccc1)c1cccc(F)c1	0.0	-1	-0.7	13
Nc1ccc(C(=O)Nc2cc(N)ccc2Nc2ccccc2)cc1	-0.2	3	0.9	-3
COc1ccc(/C=C/C(=O)OCc2c(C)noc2C)cc1S(=O)(=O)N1CCOCC1	0.0	9	-1.5	2
O=C(Nc1ccc(S(=O)(=O)N2CCCC2)cc1)c1ccc(Br)o1	-0.2	-5	-0.3	-2
COc1ccc(-c2c(C)n([O-])c(C)c(-c3ccccc3)[n+]2=O)c(OC)c1	0.0	3	-0.5	14
CCOCCCNC(=O)Cn1ccc2ccccc2c1=O	0.0	5	0.4	-8
Cc1cccc(C)c1NC(=O)COC(=O)c1nonc1N	-0.1	-10	1.7	2
COc1ccc(-c2nc(C)cc(Nc3cc(OC)c(OC)c(OC)c3)n2)cc1	-0.1	47*	4.7	10
C=CCn1c(-c2ccc(Cl)cc2Cl)n[nH]c1=S	-0.1	8	2.0	0
CCNc1nc(Cl)ncc1F	0.0	11	-0.5	7
O=C(NCc1ccccc1Cl)c1ccc2c(=O)n(CCc3ccccc3)c(SCc3cccc([N+](=O)[O-])c3)nc2c1	0.1	7	-0.4	24
CSc1ccccc1NC1=NCCC1	0.0	7	-0.7	8
S=c1nc[nH]c2c1[nH]c1ccccc12	0.1	2	-0.4	8
O=C(CNC(=S)N(CCCN1CCOCC1)Cc1cccs1)NCc1cccs1	0.1	4	2.0	4
O=C(Nc1cccc2c(NC(=O)c3ccc(F)cc3)cccc12)c1ccc(F)cc1	-0.1	-6	1.3	-10
CCOC(=O)C1=C(c2ccccc2)S/C(=C2/C(=S)C(C)(C)N(C(C)=O)c3ccc(OC)cc32)S1	0.2	-3	-2.4	27
O=C(NCCOc1ccccc1)C1CCN(c2ccc(Nc3cnccn3)nn2)CC1	0.0	-2	0.8	16
N#CCSc1nc2ccccc2c(=O)n1CCC(=O)N1CCCCC1	-0.1	-11	2.7	11
O=C(NCc1nnnn1-c1ccccc1)NC1CCCCC1	0.2	-2	-0.6	-1
CC(=O)Nc1ccc(OC/C=C(\C)Cl)cc1	-0.2	-30	3.3	-12
CCCOc1ccc(-c2nnn(CC(=O)N3CCN(c4ccc(F)cc4)CC3)n2)cc1	-0.1	-1	0.4	-5
CCC1CCCCN1Cc1ccc(NC(=O)CCC(=O)O)cc1 (centres undefined)	-0.1	4	-0.1	-5
CN1C/C(=C\c2ccc3nccnc3c2)C(=O)/C(=C/c2ccc3nccnc3c2)C1	0.0	6	0.4	-2
Cc1ccc(NC(=O)N2CCC(N3CCCCC3)CC2)cc1	-0.2	-13	0.8	-6

(continued)
structure	FBW7 act	TEAD-YAP inh	GPR151 ag	MITF inh
Cn1c(NC(=O)/C=C/c2c(F)cccc2Cl)cc(=O)n(C)c1=O	0.1	0	-0.8	-19
CCCn1c(SCC(=O)Nc2cccc(C)c2)nnc1C(C)C	0.0	1	0.1	8
Clc1cc(Cl)cc(CNc2ccc(-c3cccnc3)cn2)c1	-0.2	-18	-1.4	21
O=C(Cn1nc(-c2ccccc2)ccc1=O)Nc1cccc(NC(=O)c2ccccn2)c1	0.2	0	0.3	-1
O=C(N/N=C/c1ccc2ccccc2c1)c1n[nH]c(=O)c2ccccc12	0.1	1	-0.2	8
COc1ccc(NC(=O)Nc2nnc(N(C)Cc3ccccc3)s2)c(OC)c1	-0.2	-8	-0.3	2
CCC(Sc1nc(N)cc(N)n1)C(=O)O (centres undefined)	-0.2	6	2.1	1
CCCS(=O)(=O)N1CCCC(C(=O)NCCN(Cc2ccccc2)C(C)C)C1 (centres undefined)	-0.1	-3	-0.3	-1
Cc1cc(=O)oc2c(CN3CCOCC3)c(O)c(Cl)cc12	0.1	1	-0.6	13
Cc1c(C(=O)Nc2ccc3c(c2)OCCO3)sc2ncnc(N3CCOCC3)c12	0.5	-20	-1.6	8
COc1ccc(C(=O)OC2CCCCC2CN(C)C)cc1 (centres undefined)	0.2	9	0.6	3
CC1CCCC(NC(=O)C2CCCN(S(=O)(=O)c3ccc4c(c3)oc(=O)n4C)C2)C1C (centres undefined)	-0.1	5	0.1	7
CCC[C@@H]1NC(=O)[C@@H]2C[C@H](NC(=O)NCc3cccc(F)c3)CN2C1=O	0.4	4	2.2	20
C=CCN1C(=O)C2C(C(=O)NC3CCCCC3C)C3C=CC2(O3)C1C(=O)NC(C)(C)C (centres undefined)	0.0	1	0.1	0
CC(=O)c1cccc(NC(=O)c2cc3c(C)nc4ccccc4c3o2)c1	0.2	0	1.0	-3
COc1ccccc1NC(=O)Cn1cnc2sc(C(=O)Nc3ccc(F)cc3)c(C)c2c1=O	-0.2	4	2.6	-20
CC(=O)c1ccc(NC(=O)CN2CCC(NC(=O)C3CCCCC3)CC2)cc1	0.1	-6	0.4	-4
CCc1cc2cccc(C)c2nc1SCC(=O)NNC(C)=O	0.0	-2	0.2	3
c1ccc2oc(CCCc3nc4ccccc4o3)nc2c1	0.1	-9	0.4	-7
COc1ccc(N2CCN(C3CCCN(C(=O)C=C(C)C)C3)CC2)cc1 (centres undefined)	0.1	8	-0.5	3
COc1ccc(-c2ocnc2C(=O)N2CCC(C(N)=O)CC2)cc1OC	0.9	0	-0.9	19
O=S(=O)(NCc1ccccn1)c1c(Cl)cccc1Cl	-0.4	-1	1.7	0
CC1(C)Cc2c(sc3ncn4nc(-c5cccs5)nc4c23)C(C)(C)N1	1.0	-16	-1.9	21
Cc1nnc(N/N=C/c2ccc(Br)c([N+](=O)[O-])c2)n1N	0.0	11	0.0	-3
O=C(Nc1nnc(-c2ccc(F)cc2)s1)C(F)(F)F	-0.6	-5	1.3	13

Three entries picked at random from the list so far:
structure	FBW7 act	TEAD-YAP inh	GPR151 ag	MITF inh
Cn1c(NC(=O)/C=C/c2c(F)cccc2Cl)cc(=O)n(C)c1=O	0.1	0	-0.8	-19
COc1ccccc1NC(=O)Cn1cnc2sc(C(=O)Nc3ccc(F)cc3)c(C)c2c1=O	-0.2	4	2.6	-20
CCc1cc2cccc(C)c2nc1SCC(=O)NNC(C)=O	0.0	-2	0.2	3

(next part)
structure	FBW7 act	TEAD-YAP inh	GPR151 ag	MITF inh
COc1ccc(NC(=O)C2CC3CCCN3C23C(=O)N(C)c2ccccc23)cc1OC (centres undefined)	0.2	-3	5.2*	4
CC(=O)OCC(=O)Nc1ccccc1OC(F)F	0.0	1	-0.7	24
Cc1ccc2c(c1)cc(CN1CCN(c3ncccn3)CC1)c(=O)n2Cc1cccc(F)c1	-0.1	4	-0.8	-8
CCC1=NN(C(=O)c2cccnc2)C(O)(c2ccncc2)C1 (centres undefined)	0.4	-2	-0.7	5
CCOc1ccccc1NC(=O)NNS(=O)(=O)c1ccc([N+](=O)[O-])cc1	0.1	-6	-0.3	12
CC(C)C(NS(C)(=O)=O)c1nnc2n1CCN(C/C=C/c1ccccc1)CC2 (centres undefined)	0.1	1	0.2	6
Clc1ccc(C2Nc3ccc4ccccc4c3C3C=CCC32)cc1 (centres undefined)	0.1	6	-1.4	1
Cc1ccc(/C=C2\SC(=S)N(/N=C/c3cc([N+](=O)[O-])ccc3O)C2=O)o1	-0.6	3	-0.4	74*
COc1ccc(-c2nc3cc(C)ccn3c2NCC2CCCO2)cc1 (centres undefined)	0.1	-39	0.1	9
COc1ccc(CC(=O)Nc2nnc(SCC(=O)Nc3nccs3)s2)cc1	-0.1	-2	-0.2	1
COc1ccc(CNC(=O)c2cc(CC(C)C)on2)cc1	0.2	-3	0.2	-11
CC(C)(C)c1ccc(NC(=O)CSc2nnnn2-c2ccccc2)cc1	-0.1	-1	-0.2	-7
CCOC(=O)C1(Cc2ccccc2C)CCCN(C(=O)c2ccccn2)C1 (centres undefined)	0.0	-23	-0.8	11
COc1ccccc1N1CCN(c2ncc(C(=O)N3CCN(c4cccc(Cl)c4)CC3)c3ccccc23)CC1	-0.1	-3	-1.0	3
Cc1cccc(NC(=S)N2CCN(C(=O)C3CCCO3)CC2)c1 (centres undefined)	0.0	-7	0.0	9
COCCCNc1nc2nonc2nc1N1CCN(CCOc2ccccc2)CC1	0.0	8	7.2*	1
O=C1NC(=O)C(Cc2ccccc2F)(C2CCN(CC3CC=CCC3)CC2)N1 (centres undefined)	0.1	18	0.3	2
COc1ccc(C(CC(=O)N2CCCC2)NS(=O)(=O)c2ccc(F)cc2)cc1 (centres undefined)	0.1	-1	0.3	-1
COc1ccc(NC(=O)Cc2ccc(Cl)cc2)cc1OC	0.1	-6	1.2	-27
CCCOc1ccc(Cc2c(COCC)[nH]c(=S)[nH]c2=O)cc1	0.2	7	-1.6	11
COc1ccc(NC(=O)c2cc3cc4c5c(c3oc2=N)CCCN5CCC4)c(OC)c1	-0.1	-2	-0.8	-10
O=C1Nc2ccccc2N(O)N1c1ccc(S(=O)(=O)Nc2ccccn2)cc1	-0.1	0	0.2	-2
FC(F)(F)c1cccc(N2COc3ccc4ccccc4c3C2)c1	0.1	-6	-2.2	8
Cc1cccc(OC(C)C(=O)Nc2sc3c(c2C(N)=O)CCCC3)c1 (centres undefined)	-0.3	-14	1.8	-1
Cc1cc2cc(CNC(=O)C3CCCC3)ccc2n1C	0.1	-15	-0.3	-18

Reprinted from above for reference:
structure	FBW7 act	TEAD-YAP inh	GPR151 ag	MITF inh
COc1ccc(NC(=O)C2CC3CCCN3C23C(=O)N(C)c2ccccc23)cc1OC (centres undefined)	0.2	-3	5.2*	4
CC(=O)OCC(=O)Nc1ccccc1OC(F)F	0.0	1	-0.7	24
Cc1ccc2c(c1)cc(CN1CCN(c3ncccn3)CC1)c(=O)n2Cc1cccc(F)c1	-0.1	4	-0.8	-8
CCC1=NN(C(=O)c2cccnc2)C(O)(c2ccncc2)C1 (centres undefined)	0.4	-2	-0.7	5
CCOc1ccccc1NC(=O)NNS(=O)(=O)c1ccc([N+](=O)[O-])cc1	0.1	-6	-0.3	12
CC(C)C(NS(C)(=O)=O)c1nnc2n1CCN(C/C=C/c1ccccc1)CC2 (centres undefined)	0.1	1	0.2	6

Going on with the list:
structure	FBW7 act	TEAD-YAP inh	GPR151 ag	MITF inh
O=C(Cn1c(-c2ccccc2Cl)nc2ccccc2c1=O)Nc1ccc(F)cc1	0.4	3	-0.9	8
COc1ccc(/C=C2/C(=O)N(c3c(Cl)cc(Cl)cc3Cl)N=C2NC(=O)c2cccc([N+](=O)[O-])c2)cc1OC	-0.3	-7	1.4	-10
CSc1ccc(/C=C2\C(=O)NC(=O)N(Cc3ccccc3)C2=O)cc1	-0.6	-10	-0.1	1
COc1cc(Nc2nc(Nc3cc(OC)c(OC)c(OC)c3)c3ncn(CCN4CCCC4=O)c3n2)cc(OC)c1OC	-0.1	10	0.0	4
CCCN1CCN(S(=O)(=O)c2ccc(F)c(C(=O)Nc3cccc(Cl)c3)c2)CC1	-0.1	4	-0.7	14
CS(=O)(=O)N(Cc1ccccc1Cl)c1ccc(C(=O)N2CCCC2)cc1	0.1	2	9.2*	14
COc1ccc(-c2[nH]c3ccccc3c2SCCNC(=O)C(C)C)cc1	-0.2	-39	-1.1	-5
COC(=O)c1ccccc1NC(=O)CSc1nc2cc(OC)c(OC)cc2cc1C#N	0.3	6	-0.9	16
CCn1c(/C(C#N)=C/c2ccccc2Cl)nc2ccccc21	0.3	7	1.4	2
O=C(CCc1nnc(C2(c3ccc(Cl)cc3)CCC2)o1)NCCCc1cccnc1	0.0	-18	-1.5	-5
CCCN(CCC)S(=O)(=O)c1ccc(C(=O)OCC(=O)c2ccc([N+](=O)[O-])cc2)cc1	0.1	11	0.2	9
COc1cccc(/C=C\c2[nH]c(=O)[nH]c(=O)c2[N+](=O)[O-])c1OCC(=O)O	-0.2	4	-0.9	10
COCCCNC(=O)Cn1ncn2c(cc3sccc32)c1=O	-0.3	-4	-0.1	2
CCOC(=O)c1c(C)oc2ccc(OC(=O)c3ccco3)cc12	0.0	-3	1.2	2
